Screens (PubChem BioAssay)
BAP1 inh – inhibitors of human BAP1 deubiquitinase | Q92560 | recombinant BAP1, Ub-AMC hydrolysis fluorescence kinetic; hits give low values | activity remaining (% of control), % at 20 µM | 72,000 compounds, 0.48% hits;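 active = activity remaining at or below 50% of control, provided the compound also passes the data quality filters; inactive = the rest, including low values that fail the filters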;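 note: 100% = DMSO wells rate and 0% = substrate alone blank rate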
Target sequence (Q92560 whole entry, looked up): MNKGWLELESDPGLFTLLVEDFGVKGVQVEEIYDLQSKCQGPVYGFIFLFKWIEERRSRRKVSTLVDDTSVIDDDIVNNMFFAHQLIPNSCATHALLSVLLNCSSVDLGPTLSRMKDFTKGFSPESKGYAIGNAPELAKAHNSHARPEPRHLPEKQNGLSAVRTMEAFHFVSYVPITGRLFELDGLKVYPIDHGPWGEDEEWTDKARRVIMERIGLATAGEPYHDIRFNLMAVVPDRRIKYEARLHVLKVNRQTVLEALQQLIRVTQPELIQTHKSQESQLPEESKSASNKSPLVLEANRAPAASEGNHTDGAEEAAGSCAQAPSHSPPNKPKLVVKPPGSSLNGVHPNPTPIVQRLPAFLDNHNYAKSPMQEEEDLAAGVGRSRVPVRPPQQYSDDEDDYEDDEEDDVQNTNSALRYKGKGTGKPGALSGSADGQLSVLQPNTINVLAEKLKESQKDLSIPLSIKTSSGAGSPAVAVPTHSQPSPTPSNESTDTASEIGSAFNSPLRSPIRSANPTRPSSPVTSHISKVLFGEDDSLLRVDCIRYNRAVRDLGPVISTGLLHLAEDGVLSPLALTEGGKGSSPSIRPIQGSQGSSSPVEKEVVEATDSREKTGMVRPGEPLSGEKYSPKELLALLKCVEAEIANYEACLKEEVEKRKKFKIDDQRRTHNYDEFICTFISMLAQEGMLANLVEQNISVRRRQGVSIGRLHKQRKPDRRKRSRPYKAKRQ
HePTP inhibitor – blocks human HePTP tyrosine phosphatase; inhibition, % at 20 µM; 110,000 compounds, 0.64% hits; P35236; recombinant HePTP phosphatase activity, OD absorbance; AID 521; in the data active = inhibition above about 50%;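 note: plate controls were vehicle for no effect and reference inhibitor for full effect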
Target sequence (P35236 whole entry, looked up): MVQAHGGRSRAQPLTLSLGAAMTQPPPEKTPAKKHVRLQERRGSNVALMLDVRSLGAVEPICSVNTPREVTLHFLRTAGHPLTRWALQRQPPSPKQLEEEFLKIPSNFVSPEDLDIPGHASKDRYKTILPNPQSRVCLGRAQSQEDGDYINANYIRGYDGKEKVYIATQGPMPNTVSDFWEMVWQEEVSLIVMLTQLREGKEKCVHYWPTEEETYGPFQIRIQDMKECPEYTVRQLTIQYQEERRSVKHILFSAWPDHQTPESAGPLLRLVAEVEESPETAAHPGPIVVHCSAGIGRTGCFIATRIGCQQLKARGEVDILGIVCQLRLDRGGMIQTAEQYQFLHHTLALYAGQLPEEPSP
Active calls of the source: *; · = no result given; & = joins results of further samples. Compounds were not picked by outcome; overall some 0.7% were active at least once.

Values run as follows: BAP1 inh, HePTP inhibitor
1: COc1cc(C(=O)OCC(=O)Nc2c(F)c(F)c(F)c(F)c2F)cc(OC)c1OC
  105.3, 0.1
2: CC(=O)c1c(C)[nH]c(C(=O)NCc2cccs2)c1C
  99.3, 4.7
3: COC(=O)CN1C(=O)/C(=C/c2ccc(OCc3ccccc3Cl)c(OC)c2)SC1=S
  ·, 8.3
4: Cc1cc(C(=O)N2CCN(c3ncccn3)CC2)c(C)o1
  101.7, 2.5
5: CCC(=NC(CC)CO)C1=C(O)CC(C)(C)CC1=O (centres undefined)
  74.4, 6.4
6: CC(C)NS(=O)(=O)c1ccc2c(c1)oc(=O)n2C
  92.6, 0.6
7: Cc1cnc(NC(=O)c2c(O)c3cccc4c3n(c2=O)CCC4)s1
  78.7, 1.4
8: Cn1cccc1/C=N/n1cnnc1
  135.9, 4.7
9: CCN(CC)c1ccc(/C=c2/sc3nc4ccccc4n3c2=O)cc1
  ·, -0.9
10: COc1cc2c(cc1OC)C(c1ccccc1)=NC1(CCCC1)C2
  124.5, 0.3
11: Cc1ccc(NC(=O)N2CCCN(Cc3ccc(F)cc3)C2)cc1C
  93.8, -12.5
12: COc1ccccc1C(=O)Nc1c2c(nn1-c1cccc(C)c1C)CS(=O)(=O)C2
  105.5, 9.0
13: Cc1ccc(N2C(=O)NC(=O)/C(=C\c3ccc(Cl)cc3)C2=O)cc1
  ·, 3.5
14: CCN(C(=O)c1ccc(C)c([N+](=O)[O-])c1)c1ccccc1C
  ·, -3.9
15: O=C(Cc1ccccc1)Nc1nnc(-c2ccc([N+](=O)[O-])cc2)s1
  113.2, ·
16: O=C(CSc1ncn[nH]1)N1c2ccccc2Sc2ccc(Cl)cc21
  ·, 2.2
17: CC1CCN(c2ccc(C=C3C(=O)c4ccccc4C3=O)cc2[N+](=O)[O-])CC1
  ·, -2.6
18: COc1cc(C(=O)NCCOc2cc(C)ccc2C(C)C)cc(OC)c1OC
  ·, -0.4
19: COc1cccc(-c2nn(-c3ccccc3)cc2C(=O)Nc2nccs2)c1
  88.6, -8.6
20: Cn1cnnc1Sc1cc(N2CCOCC2)ccc1[N+](=O)[O-]
  ·, 2.9
21: CCCCNc1nc2c(c(=O)n(C)c(=O)n2C)n1Cc1cccc(Cl)c1
  118.8, ·
22: COC(=O)CCP(=O)(O)Cc1ccccc1CP(=O)(O)CCC(=O)OC
  106.9, -4.8
23: CCOc1cc([N+](=O)[O-])cc(/C=C2\SC(=S)N(C)C2=O)c1O
  ·, 65.6*
24: COC(=O)c1c(-c2ccc(F)cc2)csc1NC(=O)C1CCCCC1C(=O)O (centres undefined)
  ·, 0.1
25: O=C(Nc1ccc(S(=O)(=O)N2CCCC2)cc1)C1COc2ccccc2O1 (centres undefined)
  93.6, -3.3
26: CCC(C(=O)N1CC2(C)CC1CC(C)(C)C2)N1C(=O)c2ccccc2C1=O (centres undefined)
  95.3, 11.8
27: COc1ccc(CCNC(=O)Cc2ccccc2)cc1
  ·, -4.1
28: NC(=O)c1ccsc1NC(=O)COC(=O)c1ccccc1NCc1ccco1
  ·, -0.9
29: CC(C)(C)n1ncc2c(=O)n(CC(=O)N3CCN(c4ccccc4)CC3)cnc21
  99.8, 4.8
30: COc1ccc(NS(=O)(=O)c2ccc(OC)c(Br)c2)c(OC)c1
  ·, 7.0
31: CCn1c(SCC(=O)Nc2cccc(F)c2)nnc1-c1cc2cc(Br)ccc2o1
  ·, 2.0
32: CC(C)OC(=O)c1ccc(NC(=O)COc2ccc(Cl)cc2)cc1
  ·, -0.1
33: Cc1nn(Cc2ccc(C(=O)NC(C)(C)C)o2)c(C)c1Br
  109.8, 6.5
34: COC(=O)c1cccc(NS(=O)(=O)c2cccs2)c1C
  97.8, 6.4
35: CCOC(=O)Nc1ccc2c(c1)N(C(=O)CCN(C)C)c1ccccc1S2
  104.8, -0.9
36: O=C(CCN1CCN(c2ccccn2)CC1)Nc1ccc(F)cc1
  111.5, 5.4
37: CC(C)COc1ccc(C(=O)Nc2ccc(-c3nc4ccccc4o3)cc2)cc1
  ·, -11.6
38: O=P(O)(CCc1ccccn1)CN1CCCCC1
  91.4, 5.4
39: CC1CCN(c2cc(C#N)c(C#N)cc2[N+](=O)[O-])CC1
  99.8, ·
40: CCOc1cc(-c2ccc(OC)c(OC)c2)cc(=O)c2c(C)oc(C)c12
  ·, 0.9
41: O=C(NCc1ccc(Cl)cc1)C1C2C=CC3(CN(Cc4cccnc4)C(=O)C13)O2 (centres undefined)
  105.4, 10.2
42: Cc1nn(-c2cc(C)c3ccccc3n2)c2c1CCC2
  59.6, ·
43: Cc1cc(C(=O)COc2ccc3ccc(=O)oc3c2)c(C)n1Cc1cccs1
  ·, 8.8
44: CC(=O)O[C@H]1C(=O)[C@]2(C)[C@H]([C@H](OC(=O)c3ccccc3)[C@]3(O)C[C@H](OC(=O)[C@H](O)[C@@H](NC(=O)c4ccccc4)c4ccccc4)C(C)=C1C3(C)C)[C@]1(OC(C)=O)CO[C@@H]1C[C@@H]2O
  84.5, 9.0
45: O=C(CN(C(=O)CSc1nnc(COc2ccccc2)o1)c1ccc(F)cc1)NC1CCCCC1
  90.9, 0.8
46: Cc1cccc(C)c1OCC(=O)Nc1ccc(N(C)C)cc1
  52.0, 8.3
47: Cc1ccc(S(=O)(=O)NC(=O)c2cc(C)n(CCCn3ccnc3)c2C)cc1
  121.4, 9.6
48: COc1ccc(NC(=O)NCCCN2CCN(c3cc(C)ccc3C)CC2)cc1
  83.8, 8.4
49: CCCc1ccc(OCCNC(=O)C(C)N2C(=O)c3ccccc3C2=O)cc1 (centres undefined)
  83.6, ·
50: COc1cccc(/C=C2\SC(=S)N(C)C2=O)c1O
  ·, -0.4
51: O=C(OCCN1C(=O)c2ccccc2C1=O)C1CCN(S(=O)(=O)c2cccs2)CC1
  ·, 3.4
52: CC(C)(C)c1ccc(C(=O)Nc2ccc(N3CCOCC3)c(Cl)c2)cc1
  75.8, ·
53: S=C(Nc1ccc2c(c1)oc1ccccc12)Nc1cccc2ccccc12
  ·, 29.4
54: CC(C)c1ccccc1OCCNS(C)(=O)=O
  92.8, -4.9
55: CC(=O)Nc1cc(C(=O)O)cc(C(=O)O)c1
  ·, -2.4
56: CCOc1cc(C2C(C(=O)OC)=C(C)N(C)C(C)=C2C(=O)OC)ccc1OC(C)=O
  ·, -5.0
57: CCOc1cc(C2C(C#N)=C(N)Oc3n[nH]c(C)c32)ccc1OCCN1CCOCC1 (centres undefined)
  76.3, 5.2
58: N#Cc1nc(Cc2ccccc2)oc1NCc1ccccc1Cl
  79.1, 2.8
59: COc1cc(C2Nc3cccc4cccc(c34)N2)ccc1OC(C)=O
  152.3, -4.3
60: CNCCOc1nc(-c2ccccc2)cc(-c2ccccc2)n1
  ·, 6.2

Three entries from above, arranged by their value in BAP1 inh, descending.
nr	SMILES	BAP1 inh	HePTP inhibitor
47	Cc1ccc(S(=O)(=O)NC(=O)c2cc(C)n(CCCn3ccnc3)c2C)cc1	121.4	9.6
49	CCCc1ccc(OCCNC(=O)C(C)N2C(=O)c3ccccc3C2=O)cc1 (centres undefined)	83.6	·
42	Cc1nn(-c2cc(C)c3ccccc3n2)c2c1CCC2	59.6	·

Following part.
Values run as follows: BAP1 inh, HePTP inhibitor
61: CCn1c(SCC(=O)NC)nnc1C(C)C
  97.8, 10.0
62: CCOC(=O)C(C(=O)N1CCOCC1)C1CCCCC1 (centres undefined)
  66.8, 10.1
63: CNC(=O)CC1Sc2ccccc2NC1=O (centres undefined)
  ·, 1.4
64: C=CCn1c(SCC(=O)c2ccc(NS(=O)(=O)c3ccccc3)cc2)nnc1-c1cccs1
  ·, 2.9
65: Cc1ccc(-c2cc3nc(-c4ccccc4)cc(C)n3n2)cc1
  ·, -12.6
66: COCCNC(=O)CN(c1ccc(Br)cc1)S(C)(=O)=O
  ·, -4.0
67: O=c1sc2ccccc2n1COc1ccccc1
  95.0, 4.2
68: O=C(COc1ccc2ccccc2c1)N1CCN(C(=O)c2ccc([N+](=O)[O-])cc2)CC1
  ·, -0.6
69: CCNC(=O)c1ccc2c(c1)S(=O)(=O)c1ccccc1C2=O
  91.5, 10.8
70: O=C(COc1ccc2ccccc2c1Br)Nc1ncn[nH]1
  89.0, 7.2
71: O=C(Nc1ccc(Cl)cn1)c1ccc(COCC(F)(F)C(F)F)o1
  76.2, 2.0
72: O=S(=O)(Nc1cccc(-c2nc3cccnc3s2)c1)c1ccc2c(c1)OCCO2
  80.8, 5.0
73: COc1cc2nc(C)sc2cc1SC
  114.1, 8.8
74: C=CCN1C(=O)C2(C(C#N)=C(N)Oc3n[nH]c(CCC)c32)c2ccccc21 (centres undefined)
  91.6, 2.9
75: COc1ccc(NS(=O)(=O)c2ccc(Cl)cc2)cc1Cl
  ·, -11.2
76: CC(=O)/C(C(=Nc1ccccc1)Nc1ccccc1)=C(/O)c1ccccc1
  ·, -12.4
77: CCN(Cc1ccccc1)C(=O)Cn1c(=O)n(CC(=O)NCc2ccco2)c(=O)c2sccc21
  103.4, -3.7
78: Cc1cc(C)n(CCOc2nonc2N)n1
  100.3, 5.1&-6.1
79: CC1(C)Cc2c(sc3nc(NCCN4CCOCC4)n4ncnc4c23)CO1
  99.3, 4.6
80: N#C/C(=C/c1cccc(Cl)c1)c1nc(-c2ccc(Cl)cc2)cs1
  ·, 6.9
81: O=C(O)CCN1C(=O)CC2(CCCCC2)C1=O
  101.8, 8.2
82: Cc1cc([N+](=O)[O-])ccc1-c1ccc(C(=O)Nc2ccc(N3CCOCC3)cc2)o1
  ·, -7.1
83: COCc1cc(C)nc(N2CCN(c3ccccc3)CC2)c1C#N
  98.2, 10.3
84: COc1ccc(/C=C(/C#N)c2nc(-c3ccc(Br)cc3)cs2)cc1OC
  ·, 2.8
85: CC1CC(C)CN(S(=O)(=O)c2ccc(NC(=O)C3COc4ccccc4O3)cc2)C1 (centres undefined)
  104.6, 0.2
86: COc1ccc(C2C3=C(OC(C)=O)c4ccccc4C3=Nc3c2c(=O)n(C)c(=O)n3C)cc1 (centres undefined)
  74.5, 4.7
87: CC(=O)C1=C(O)C(=O)N(CCN2CCNCC2)C1c1cccc([N+](=O)[O-])c1 (centres undefined)
  ·, 12.5
88: COc1ccc(C(C)NC(=O)C2C(=O)NC3(C)CC2c2ccccc2O3)cc1 (centres undefined)
  75.5, 3.0
89: CC1CN(C(=O)Cc2ccccc2[N+](=O)[O-])CC(C)O1 (centres undefined)
  ·, -9.0
90: O=C(COc1ccc(Cl)cc1Br)Nc1ccc2c(c1)OCCO2
  ·, 11.8
91: O=C(O)CCCNc1ccc(S(=O)(=O)Nc2ccccc2C(=O)O)cc1C(=O)O
  71.2, -0.7
92: O=S(=O)(Nc1cc(Cl)c(O)c2ccccc12)c1ccc2ccccc2c1
  ·, 6.0
93: CN(C)CCCNC(=O)/C=C/c1ccc(C(C)(C)C)cc1
  ·, -7.5
94: CC(=O)c1ccc(NC(=S)NC(NC(=O)C(c2ccccc2)c2ccccc2)C(Cl)(Cl)Cl)cc1 (centres undefined)
  ·, -3.0
95: COC(=O)c1cccc(S(=O)(=O)N(Cc2ccco2)Cc2cc3ccc(OC)cc3[nH]c2=O)c1
  ·, 2.6
96: CCc1cc2c(NCC(=O)O)ncnc2s1
  130.7, 5.6
97: Cc1ccccc1OCCOc1ccc(/C=N/n2cnnc2)cc1
  ·, 10.9
98: CC(=O)C1C(c2ccc(Cl)cc2)NC(=O)NC1(O)C(F)(F)F (centres undefined)
  94.5, 4.2
99: CCOC(=O)N1CCN(C(=O)c2ccccc2NC(=O)COc2ccccc2C)CC1
  93.6, -0.4
100: C=CCOc1ccc(/C=C/C(=O)c2ccc(F)cc2)cc1OC
  ·, 3.8
101: Cc1cc(C)cc(N(CC(=O)N2CCc3ccccc32)S(=O)(=O)c2c(C)noc2C)c1
  75.2, -4.6

Among those listed so far, these have a Cl atom.
Values run as follows: BAP1 inh, HePTP inhibitor
3: COC(=O)CN1C(=O)/C(=C/c2ccc(OCc3ccccc3Cl)c(OC)c2)SC1=S
  ·, 8.3
13: Cc1ccc(N2C(=O)NC(=O)/C(=C\c3ccc(Cl)cc3)C2=O)cc1
  ·, 3.5
16: O=C(CSc1ncn[nH]1)N1c2ccccc2Sc2ccc(Cl)cc21
  ·, 2.2
21: CCCCNc1nc2c(c(=O)n(C)c(=O)n2C)n1Cc1cccc(Cl)c1
  118.8, ·
32: CC(C)OC(=O)c1ccc(NC(=O)COc2ccc(Cl)cc2)cc1
  ·, -0.1
41: O=C(NCc1ccc(Cl)cc1)C1C2C=CC3(CN(Cc4cccnc4)C(=O)C13)O2 (centres undefined)
  105.4, 10.2
52: CC(C)(C)c1ccc(C(=O)Nc2ccc(N3CCOCC3)c(Cl)c2)cc1
  75.8, ·
58: N#Cc1nc(Cc2ccccc2)oc1NCc1ccccc1Cl
  79.1, 2.8
71: O=C(Nc1ccc(Cl)cn1)c1ccc(COCC(F)(F)C(F)F)o1
  76.2, 2.0
75: COc1ccc(NS(=O)(=O)c2ccc(Cl)cc2)cc1Cl
  ·, -11.2
80: N#C/C(=C/c1cccc(Cl)c1)c1nc(-c2ccc(Cl)cc2)cs1
  ·, 6.9
90: O=C(COc1ccc(Cl)cc1Br)Nc1ccc2c(c1)OCCO2
  ·, 11.8
92: O=S(=O)(Nc1cc(Cl)c(O)c2ccccc12)c1ccc2ccccc2c1
  ·, 6.0
94: CC(=O)c1ccc(NC(=S)NC(NC(=O)C(c2ccccc2)c2ccccc2)C(Cl)(Cl)Cl)cc1 (centres undefined)
  ·, -3.0
98: CC(=O)C1C(c2ccc(Cl)cc2)NC(=O)NC1(O)C(F)(F)F (centres undefined)
  94.5, 4.2
